Mdm2-MdmX inh – human Mdm2/MdmX binding inhibition. O15151+Q00987. hit rate 3% among 330,000. AID 485346. SaOS-2 split-luciferase Mdm2/MdmX complementation, luminescence. inhibition, % at 8 µM;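 active = inhibition of at least 50% at 8 µM in the primary screen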
tim10-1 inh – inhibits growth of tim10-1 mutant yeast; hit rate 2.2% among 330,000; AID 463190; inhibition, % at 20 µM; S. cerevisiae tim10-1 ts strain growth, BacTiter-Glo, 24 h;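 active = inhibition of at least 40%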;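 note: mutant grown at 25 °C; 0% = DMSO wells with yeast and 100% = wells holding no yeast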
CHOP UPR activ – activators of apoptotic arm of unfolded protein response (CHOP); CHO-CHOP luciferase reporter, UPR activation, luminescence; percent of tunicamycin response over DMSO baseline; activation, % at 10 µM; hit rate 0.34% among 330,000; AID 449763;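 active = at 10 µM dose, activation of 40% or more, normalized to positive control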;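 note: 100% = tunicamycin at 10 µg/mL and 0% = DMSO alone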
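Assay system: CHO cells with stable CHOP pathway luciferase reporter; Buffer or medium: F12 plus 10% serum; Times: 16-18 h cell attachment, then 6 h compound exposure, 37 °C; Signal: luciferase luminescence; Read-out basis: percent activation relative to tunicamycin control; Control set: tunicamycin high control, DMSO low control.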
CXCR6 inh – CXCR6 (human) receptor inhibition; CHO-K1 PathHunter CXCR6 beta-arrestin, luminescence; inhibition, % at 20 µM; hit rate 0.36% among 360,000; AID 602244; in the data active = inhibition above about 34%, passing the limit was not always enough;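 note: antagonist mode with CXCL16 agonist at 10 nM final; 0% = 10 nM CXCL16 with DMSO and 100% = unstimulated wells without agonist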
Target sequence (O00574 whole entry, looked up): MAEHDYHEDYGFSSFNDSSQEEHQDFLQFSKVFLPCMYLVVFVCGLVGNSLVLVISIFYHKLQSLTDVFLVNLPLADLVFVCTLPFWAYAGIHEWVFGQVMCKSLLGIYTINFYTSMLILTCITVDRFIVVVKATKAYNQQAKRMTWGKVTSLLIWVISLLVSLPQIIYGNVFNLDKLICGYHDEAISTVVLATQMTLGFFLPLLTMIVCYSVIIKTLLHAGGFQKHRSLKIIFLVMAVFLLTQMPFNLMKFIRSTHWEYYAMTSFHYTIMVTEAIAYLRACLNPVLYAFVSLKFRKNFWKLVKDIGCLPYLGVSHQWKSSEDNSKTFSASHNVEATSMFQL
APJ agonist – activates the human apelin receptor APJ. hit rate 0.11% among 330,000. CHO-K1 APJ PathHunter beta-arrestin, luminescence; 0% DMSO wells, 100% apelin. activation, % at 20 µM. AID 2520;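 active = activation more than six SD over the plate average, tested at 20 µM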;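 note: 0% = DMSO alone and 100% = apelin-13 at 10 nM; some results filed as inactive read as strong as hits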
Target sequence (P35414 whole entry, looked up): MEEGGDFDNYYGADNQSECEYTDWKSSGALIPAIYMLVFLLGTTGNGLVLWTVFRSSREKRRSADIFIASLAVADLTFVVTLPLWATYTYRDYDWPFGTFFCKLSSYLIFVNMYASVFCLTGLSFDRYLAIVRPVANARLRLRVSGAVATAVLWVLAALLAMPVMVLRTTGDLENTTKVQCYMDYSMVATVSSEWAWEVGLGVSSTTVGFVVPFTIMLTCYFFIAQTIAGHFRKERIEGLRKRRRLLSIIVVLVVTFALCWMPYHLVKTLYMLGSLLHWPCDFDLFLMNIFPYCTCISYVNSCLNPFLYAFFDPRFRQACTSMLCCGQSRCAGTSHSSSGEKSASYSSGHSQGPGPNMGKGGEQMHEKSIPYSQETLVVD
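system = engineered CHO-K1 APJ arrestin reporter cells | input = 1000 cells per well | timing = overnight seeding, 90 min compound at 25 °C, 1 h detection | measured by = enzyme-fragment complementation luminescence | read-out = beta-arrestin recruitment to APJ as agonist activity, luminescent signal | control set = negative DMSO alone, positive Apelin-13 at 10 nM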
tim23-1 inh – tim23-1 yeast growth inhibition | hit rate 1.3% among 330,000 | S. cerevisiae tim23-1 growth, BacTiter-Glo luminescence, 24 h | inhibition, % at 20 µM;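 active = growth inhibition of the mutant yeast at or above 50%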;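 note: temperature-sensitive mutant grown at 25 °C; plate controls were DMSO-treated mutant yeast for no effect and medium wells lacking yeast for full effect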
XBP1 UPR activ – adaptive UPR (XBP1) activation. CHO-XBP1 luciferase reporter, IRE1-XBP1 UPR activation, luminescence; percent of tunicamycin response, DMSO as zero. activation, % at 20 µM. hit rate 0.33% among 330,000. AID 463104;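 active = versus positive control, 20 µM dose yields 30% or more activation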;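 note: 100% = tunicamycin at 10 µg/mL and 0% = DMSO only wells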
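Signal: luciferase luminescence; Assay system: CHO-XBP1 luciferase reporter cells; Amount: one thousand reporter cells per well; Dosing: 20 µM single concentration, DMSO 1%; Benchmarks: high control tunicamycin 10 µg/mL final, low control DMSO vehicle only; Schedule: 6 h compound exposure at 37 °C, 5% CO2; Evaluation: percent activation relative to tunicamycin reference.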
APJ antag – blocks the human apelin receptor APJ; hit rate 0.32% among 330,000; AID 2521; inhibition, % at 20 µM; CHO-K1 APJ beta-arrestin complementation, luminescence; P35414;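 active = inhibition above about 40% at 20 µM, limit read from the data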;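 note: cells challenged with 10 nM apelin-13 agonist together with compound; plate controls were apelin-13 plus DMSO wells for no effect and DMSO wells lacking apelin-13 for full effect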
TIM10 inh – inhibits growth of TIM10 yeast strain | hit rate 1.4% among 330,000 | inhibition, % at 10 µM | S. cerevisiae TIM10 strain growth, BacTiter-Glo luminescence, 24 h | AID 463195;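 active = inhibition of 40% or more at the single tested concentration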;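 note: wild-type TIM10 isogenic control strain grown at permissive 25 °C; 0% = DMSO yeast wells and 100% = minimal medium wells without yeast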
Numbers without * were called inactive. This is a subset. The share of hits here may be higher or lower than overall.

no.	Molecule	Mdm2-MdmX inh	tim10-1 inh	CHOP UPR activ	CXCR6 inh	APJ agonist
1	CC(C)n1cnc2c(Nc3cccc(F)c3)nc(NCCO)nc21	62*	22	5.6	-8	-2
2	O=C(NCCNC1CCC(c2ccccc2)CC1)c1ccc(F)cc1 (stereo unspecified)	31	-9	1.6	5	1
3	CCCOc1ccc(/C=N/NC(=O)CSCc2ccc([N+](=O)[O-])cc2)cc1OCC	0	25	0.7	7	-2
4	CCCCn1c(N)c(N(CC(C)C)C(=O)c2ccc(Br)s2)c(=O)[nH]c1=O	17	-2	0.2	0	-7
5	COc1cc(CN2CCN(CC#Cc3ccccc3)CC2CCO)cc(OC)c1 (stereo unspecified)	10	19	-0.9	3	-1
6	O=S(=O)(NCC(c1cccnc1)N1CCOCC1)c1ccccc1 (stereo unspecified)	-4	8	-1.5	2	-4
7	Cn1c(=O)c2sccc2n2c(CCCC(=O)NCCc3ccc(S(N)(=O)=O)cc3)nnc12	6	-17	2.9	4	0
8	Cc1ccc(-c2nn(-c3ccccc3)cc2/C=C/C(=O)Nc2nccs2)cc1	72*	12	45*	-8	0
9	COc1ccc(N2CCN(C(=O)CCCCCn3c(=S)[nH]c4cc5c(cc4c3=O)OCO5)CC2)cc1	32	12	4.9	-5	-1
10	COc1ccccc1N1CCN(C(=O)CN2C(=O)c3ccccc3C2=O)CC1	-8	17	-1.2	1	1

no.	tim23-1 inh	XBP1 UPR activ	APJ antag	TIM10 inh
1	29	-2	-10	20
2	-1	1	2	-4
3	13	0	-9	10
4	-1	-5	6	-3
5	13	-2	-31	10
6	7	1	-4	7
7	0	-1	6	3
8	-2	50*	-18	14
9	12	9	-16	5
10	15	-3	-12	10

The results go on.
no.	Molecule	Mdm2-MdmX inh	tim10-1 inh	CHOP UPR activ	CXCR6 inh	APJ agonist
11	O=C(O)c1cccc(O)c1O	23	-12	0.6	-1	8
12	O=C(CSc1nc(O)cc(=O)n1C1CCCC1)Nc1cccc(Cl)c1Cl	7	18	0.2	9	-2
13	CCC(Cc1ccccc1)NS(=O)(=O)c1ccc2c(c1)NC(=O)C(C)S2 (stereo unspecified)	19	14	0.0	-7	-3
14	CCOc1ccc(C(C)=O)cc1CSc1nnc(-c2ccoc2C)n1N	-3	16	0.9	1	-26
15	CSc1cc(N2CCOCC2)nc(-c2ccccc2Cl)n1	14	8	-1.3	-5	-7
16	Nc1nc(Cl)cc(N2CCOCC2)n1	9	-1	0.2	-7	-1
17	CCCNC(=S)Nc1c(C)n(C)n(-c2ccccc2)c1=O	18	7	1.0	2	-4
18	O=C(O)c1ccccc1Nc1ccc([N+](=O)[O-])c2nonc12	4	14	0.9	18	-1
19	CC1CN(S(=O)(=O)c2ccc(F)cc2)CN1C(=O)N1CCOCC1 (stereo unspecified)	17	-13	1.4	-3	-2
20	O=C(COc1ncnc2ccccc12)NCc1ccco1	20	-16	-2.2	-2	-1

no.	tim23-1 inh	XBP1 UPR activ	APJ antag	TIM10 inh
11	7	-2	5	3
12	20	-2	-5	13
13	18	-3	24	7
14	10	1	4	9
15	20	-3	-13	-12
16	-10	3	4	-1
17	-11	-3	10	-2
18	11	-3	2	18
19	0	-3	15	8
20	10	-3	5	-7

Further results:
no.	Molecule	Mdm2-MdmX inh	tim10-1 inh	CHOP UPR activ	CXCR6 inh	APJ agonist
21	CCc1noc(C)c1C(=O)N1CCN(S(=O)(=O)c2ccccc2C(F)(F)F)CC1	17	-8	-0.6	9	-4
22	CCOC(=O)Cc1csc(NC(=O)CCCCCN2C(=O)c3ccccc3C2=O)n1	19	-5	1.1	-1	-1
23	COc1ccc(CCNC(=O)COC(=O)COc2ccc(C#N)cc2)cc1	-3	10	-1.5	-3	-2
24	CN(C)S(=O)(=O)c1ccc(N2CCCC2)c(C(=O)NCC(=O)Nc2ccc(F)c(F)c2)c1	-12	7	0.1	5	-3
25	CN(C)Cc1ccccc1COc1ccccc1	-1	-4	-1.2	-8	2
26	O=C(c1cnn2c(C(F)(F)F)cc(-c3cccs3)nc12)N1CCN(Cc2ccccc2)CC1	28	-11	0.0	-3	30*
27	C[C@H](NS(=O)(=O)OCC(Cl)(Cl)Cl)C1CC1c1ccccc1 (stereo partly specified)	-15	30	-1.1	-10	1
28	COc1ccc(C2CC(c3cccs3)=Nc3ccccc3S2)cc1 (stereo unspecified)	3	9	-0.6	10	-8
29	O=C1N(c2ccccc2)C[C@@H]2C[C@@H](c3cccc4c3OCO4)N3CCC[C@@]123	14	16	-1.8	-6	-8
30	O=C(NCC1CCCO1)c1cccc(Oc2ccccc2)c1 (stereo unspecified)	12	23	2.5	-2	6

no.	tim23-1 inh	XBP1 UPR activ	APJ antag	TIM10 inh
21	-2	-2	-47	-8
22	13	-5	5	5
23	28	0	-1	7
24	12	-4	-52	7
25	4	0	-23	11
26	-59	8	-4	-59
27	42	8	14	27
28	-39	1	12	-5
29	14	-3	2	13
30	16	-2	-18	-4

Additional results.
no.	Molecule	Mdm2-MdmX inh	tim10-1 inh	CHOP UPR activ	CXCR6 inh	APJ agonist
31	CC(=O)N(NC(=O)c1ccccc1Cl)C1CC(=O)N(c2ccc(C)cc2)C1=O (stereo unspecified)	9	-11	-2.3	-2	-6
32	CCOC(=O)N1CCC(Nc2nc3ccccc3n3cnnc23)CC1	17	10	0.3	5	-1
33	CCOC(=O)CNC(=O)Nc1cc(C(C)(C)C)nn1-c1ccccc1	-7	12	-2.6	3	-4
34	Cc1c(Cc2ccccc2)c(=O)oc2c(C)c(OCC(=O)NCc3ccccn3)ccc12	-16	33	1.4	3	-2
35	Nc1cc(S(=O)(=O)C(F)(F)F)ccc1C(=O)O	14	-11	0.5	11	-4
36	CCNC(=O)CC1C(=O)N(c2cccc(C)c2)C(=O)N1CCC(C)C (stereo unspecified)	6	10	0.5	-2	-4
37	CCN(C[C@H]1N[C@@](Cc2ccccc2)(C(=O)OC)[C@H]2C(=O)N(C)C(=O)[C@@H]12)C(=O)NC(C)C	15	9	1.0	2	-2
38	Nc1nc(-c2ccccc2)cn1/N=C/c1ccccc1	30	11	6.0	-5	-3
39	O=c1c2ccccc2sn1-c1cc(S(=O)(=O)N2CCOCC2)ccc1N1CCCC1	11	25	-0.8	3	1
40	O=C1CS/C(=C\S(=O)(=O)c2ccc(Cl)cc2)N1	23	21	0.9	-3	-3

no.	tim23-1 inh	XBP1 UPR activ	APJ antag	TIM10 inh
31	4	-1	-3	-2
32	2	-1	4	4
33	7	3	-3	-7
34	13	-1	20	15
35	-1	0	-5	-20
36	-3	-1	-2	-4
37	8	1	9	-6
38	8	1	16	11
39	10	-4	-3	8
40	21	1	-6	18

3 of the entries above in order of the Mdm2-MdmX inh value, largest number first:
nr | Structure | Mdm2-MdmX inh
32 | CCOC(=O)N1CCC(Nc2nc3ccccc3n3cnnc23)CC1 | 17
36 | CCNC(=O)CC1C(=O)N(c2cccc(C)c2)C(=O)N1CCC(C)C (stereo unspecified) | 6
34 | Cc1c(Cc2ccccc2)c(=O)oc2c(C)c(OCC(=O)NCc3ccccn3)ccc12 | -16

Records listed so far that bear a hit mark in Mdm2-MdmX inh.
No. | SMILES | Mdm2-MdmX inh | tim10-1 inh | CXCR6 inh | XBP1 UPR activ | APJ antag | TIM10 inh
1 | CC(C)n1cnc2c(Nc3cccc(F)c3)nc(NCCO)nc21 | 62* | 22 | -8 | -2 | -10 | 20
8 | Cc1ccc(-c2nn(-c3ccccc3)cc2/C=C/C(=O)Nc2nccs2)cc1 | 72* | 12 | -8 | 50* | -18 | 14

Further records follow.
no.	Molecule	Mdm2-MdmX inh	tim10-1 inh	CHOP UPR activ	CXCR6 inh	APJ agonist
41	COCCNS(=O)(=O)c1cc(F)ccc1OC	-3	8	-0.6	6	-3
42	O=C(Cn1c(C(F)(F)F)nc2ccccc21)OCC(=O)c1c[nH]c2ccccc12	-19	22	1.6	-7	-1
43	CCc1ccc(OCC(=O)NC(=S)Nc2ccc(S(=O)(=O)NC3CCCCC3)cc2)cc1	23	12	-0.2	15	-4
44	Cc1ccccc1OCC(=O)NNC=O	6	4	-0.4	-8	0
45	CC1(C)SC2c3ccccc3C(=O)N2[C@@H]1C(=O)NC1CC1 (stereo partly specified)	13	5	0.6	4	3
46	Cc1cc(C)c(S(=O)(=O)N2CCN(C3CC(=O)N(c4ccccc4Cl)C3=O)CC2)c(C)c1 (stereo unspecified)	-2	-28	0.5	1	0
47	CC#CCN1c2ccccc2[C@]23C[C@@H](C(=O)OC)N(C(=O)NCCBr)C2=NC(C(=O)OC)=C(C(=O)OC)[C@H]13	17	5	-0.5	-2	-1
48	COc1cc(C)nc(Oc2ccc(=O)[nH]n2)n1	10	7	-2.6	-4	5
49	O=C(CSc1nnc(-c2ccccc2)n1-c1ccccc1)c1cccs1	7	46*	-1.2	8	-3
50	COC(=O)C(NC(C)=O)(Nc1ccccn1)C(F)(F)F (stereo unspecified)	12	4	-2.0	11	-2

no.	tim23-1 inh	XBP1 UPR activ	APJ antag	TIM10 inh
41	4	-3	3	-15
42	11	-5	-4	10
43	0	-2	10	13
44	1	3	-1	-9
45	8	-4	-6	-5
46	6	-2	0	11
47	16	-2	22	3
48	2	-1	-33	-19
49	34	-2	12	20
50	11	-1	2	5

(more compounds)
no.	Molecule	Mdm2-MdmX inh	tim10-1 inh	CHOP UPR activ	CXCR6 inh	APJ agonist
51	COC(=O)c1cccc(NC(=O)C2CCCN2C(=O)c2cccs2)c1 (stereo unspecified)	5	-1	-1.0	4	-4
52	O=C(Cn1cnc2c(nnn2-c2cccc(Cl)c2)c1=O)N1CCOCC1	12	0	0.9	4	2
53	Cc1ccc(O)c(NC(=O)C2=CC(c3cccs3)=NS(=O)(=O)N2C)c1	-10	-4	1.8	-8	12
54	CCCCOC(=O)Sc1nc2ccccc2o1	-4	49*	-2.5	-2	-2
55	O=c1ccn(-c2cccc(C(F)(F)F)c2)nc1-c1ccn(-c2ccccc2F)n1	13	12	-0.7	2	1
56	Cc1ccc(C(=O)NCC(=O)N2CCN(c3cccc(Cl)c3)CC2)s1	5	-27	0.5	5	0
57	COCCn1nnnc1C(C(C)C)N(Cc1cccnc1)Cc1cc2cc(OC)ccc2[nH]c1=O (stereo unspecified)	2	8	1.3	-5	2

no.	tim23-1 inh	XBP1 UPR activ	APJ antag	TIM10 inh
51	12	-2	-6	7
52	7	-1	0	3
53	13	-1	-5	-6
54	74*	0	-4	64*
55	12	-2	20	-12
56	4	0	10	-33
57	11	-1	8	15

By substructure, the entries above containing a COOH group
no.	Molecule	Mdm2-MdmX inh	tim10-1 inh	CHOP UPR activ	CXCR6 inh	APJ agonist
11	O=C(O)c1cccc(O)c1O	23	-12	0.6	-1	8
18	O=C(O)c1ccccc1Nc1ccc([N+](=O)[O-])c2nonc12	4	14	0.9	18	-1
35	Nc1cc(S(=O)(=O)C(F)(F)F)ccc1C(=O)O	14	-11	0.5	11	-4

no.	tim23-1 inh	XBP1 UPR activ	APJ antag	TIM10 inh
11	7	-2	5	3
18	11	-3	2	18
35	-1	0	-5	-20

Bioassay records: PubChem BioAssay, Sanford-Burnham Center for Chemical Genomics
